# APE1 inh = qHTS Assay for Inhibitors of the Human Apurinic/apyrimidinic Endonuclease 1 (APE1); Potency, µM (doses to about 65.8 µM), without a hit: at the highest dose activity change, negative = inhibition, most hits filed as inhibitors; recombinant APE1, TAMRA/BHQ-2 abasic DNA cleavage fluorescence; AID 2517, 2012; hit rate 0.35% among 350,000; DNA repair nuclease/redox regulator APEX1 (Homo sapiens), P27695;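 also: potency is read from the fitted curve at half-maximal effect; plate controls were vehicle for no effect and reference inhibitor for full effect; nearly all actives have a fitted effect of over 55% in size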
# Target sequence (P27695 whole entry, looked up): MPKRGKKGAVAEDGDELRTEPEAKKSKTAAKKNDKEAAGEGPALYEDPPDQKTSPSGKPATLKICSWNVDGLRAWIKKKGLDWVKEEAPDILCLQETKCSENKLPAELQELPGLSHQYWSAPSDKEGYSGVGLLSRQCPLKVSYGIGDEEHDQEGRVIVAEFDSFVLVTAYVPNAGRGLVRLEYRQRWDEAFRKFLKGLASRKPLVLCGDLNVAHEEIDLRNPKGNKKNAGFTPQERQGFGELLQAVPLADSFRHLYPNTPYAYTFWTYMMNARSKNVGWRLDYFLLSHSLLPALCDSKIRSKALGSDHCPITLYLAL
#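 Endonuclease cleavage of a quenched abasic-site DNA duplex (50 nM) by APE1 (0.75 nM) was tracked by TAMRA dequenching. Compounds were preincubated with enzyme 15 min at room temperature; data normalized to buffer-only and DMSO wells plus NSC13755 control.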
# RXFP1 antag = qHTS Assay for Antagonists of the Relaxin Receptor RXFP1; Relaxin receptor 1 (Homo sapiens), Q9HBX9; activity change, negative = inhibition, % at 57.5 µM; hit rate 0.59% among 350,000; AID 1259400, 2018; HEK293-RXFP1, relaxin-stimulated cAMP HTRF, 30 min; stronger effect = lower value;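 active = activity change of -60% or lower, but not beyond a set lower limit; inconclusive = change between -60% and -40%, or beyond the set limit; inactive = change above -40%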; also: % is scaled to controls: 0 for no effect and ±100 for the full control effect
# POLH inh = qHTS for Inhibitors of Polymerase Eta | hit rate 1.2% among 390,000 | recombinant Pol eta, fluorescent DNA replication assay | Potency, µM (titrated, usually from 114 µM), inactives show top-dose activity change, negative = inhibition, most hits filed as inhibitors | AID 588591, 2011 | DNA polymerase eta (Homo sapiens), Q9Y253; also: potency is read from the fitted curve at half-maximal effect; % is scaled to controls: 0 for no effect and ±100 for the full control effect
#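 Fluorescent replication assay: 50 nM final substrate added after a 15 min room-temperature compound preincubation with 10 nM enzyme. Signal taken at 0 min and again at 10 min.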
# Anesthetic bind = qHTS Assay for Identification of Novel General Anesthetics. Potency, µM (series often up to 77.5 µM), inactives show top-dose activity change, negative = displacement, actives largely listed as inhibitors. apoferritin/1-aminoanthracene competitive binding, fluorescence. hit rate 0.074% among 350,000. Ferritin light chain (Equus caballus), P02791; also: potency is read from the fitted curve at half-maximal effect; % is scaled to controls: 0 for no effect and ±100 for the full control effect; nearly all actives have a fitted effect of over 20% in size
#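 Horse-spleen apoferritin (10 uM) in 50% saturated 1-aminoanthracene in PBS was incubated 10 min at room temperature with compound. Fluorescence (ex 380, em 535 nm) was normalized to free and bound 1-AMA, with concentration-response fitted by a four-parameter Hill equation.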
# BLM helicase inh = qHTS Assay for Inhibitors of Bloom's syndrome helicase (BLM); RecQ-like DNA helicase BLM (Homo sapiens), P54132; recombinant BLM DNA unwinding, fluorescence dequenching; Potency, µM (highest dose often 56.1 µM), for inactives: at the highest dose activity change, negative = inhibition, most hits filed as inhibitors; hit rate 0.2% among 350,000; AID 2528, 2010;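 also: potency is read from the fitted curve at half-maximal effect; plate controls were vehicle for no effect and no enzyme for full effect; nearly all actives have a fitted effect of over 35% in size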
# POLB inh = qHTS Assay for Inhibitors of DNA Polymerase Beta | P06746 | Pol beta primer extension/strand displacement, fluorescence kinetic | Potency, µM (highest dose often 114 µM), without a hit: top-dose activity change, negative = inhibition, most hits filed as inhibitors | hit rate 1.3% among 340,000; also: potency is read from the fitted curve at half-maximal effect; % is scaled to controls: 0 for no effect and ±100 for the full control effect
#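 Reaction started by 50 nM substrate onto compound-treated Pol beta (10 nM, 15 min preincubation, room temperature); plates read at 0 min and 10 min. Normalized concentration-effect data fitted by four-parameter Hill equation.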
# Tb PGK inh = qHTS Assay to Find Inhibitors of Phosphoglycerate Kinase. Phosphoglycerate kinase, glycosomal (Trypanosoma brucei brucei), P07378. PGK/GAPDH coupled, Kinase-Glo luminescence, 60 min. Potency, µM (highest dose often 57.5 µM), for inactives: at the top dose activity change, negative = inhibition, actives largely listed as inhibitors. hit rate 0.043% among 380,000. AID 602233, 2012; also: potency is read from the fitted curve at half-maximal effect; % is scaled to controls: 0 for no effect and ±100 for the full control effect; nearly all actives have a fitted effect of over 60% in size
#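 Luminescent ATP detection (Kinase-Glo Plus) follows a 60-minute room-temperature incubation, with wells lacking PGK as controls. Buffer: 100 mM TEA (pH 7.6), 5 mM MgCl2, 0.01% Tween-20. Coupling enzyme GAPDH (100 nM final) supplies unstable 1,3-BPG in-well.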
# Pol iota inh = qHTS for Inhibitors of Polymerase Iota. DNA polymerase iota (Homo sapiens), Q9UNA4. Pol iota fluorescent replication assay, 10 min. Potency, µM (series often up to 115 µM), inactives show at the top dose activity, negative = inhibition, hits mostly inhibitors. hit rate 1% among 390,000; also: potency is read from the fitted curve at half-maximal effect
# Target sequence (Q9UNA4 whole entry, looked up): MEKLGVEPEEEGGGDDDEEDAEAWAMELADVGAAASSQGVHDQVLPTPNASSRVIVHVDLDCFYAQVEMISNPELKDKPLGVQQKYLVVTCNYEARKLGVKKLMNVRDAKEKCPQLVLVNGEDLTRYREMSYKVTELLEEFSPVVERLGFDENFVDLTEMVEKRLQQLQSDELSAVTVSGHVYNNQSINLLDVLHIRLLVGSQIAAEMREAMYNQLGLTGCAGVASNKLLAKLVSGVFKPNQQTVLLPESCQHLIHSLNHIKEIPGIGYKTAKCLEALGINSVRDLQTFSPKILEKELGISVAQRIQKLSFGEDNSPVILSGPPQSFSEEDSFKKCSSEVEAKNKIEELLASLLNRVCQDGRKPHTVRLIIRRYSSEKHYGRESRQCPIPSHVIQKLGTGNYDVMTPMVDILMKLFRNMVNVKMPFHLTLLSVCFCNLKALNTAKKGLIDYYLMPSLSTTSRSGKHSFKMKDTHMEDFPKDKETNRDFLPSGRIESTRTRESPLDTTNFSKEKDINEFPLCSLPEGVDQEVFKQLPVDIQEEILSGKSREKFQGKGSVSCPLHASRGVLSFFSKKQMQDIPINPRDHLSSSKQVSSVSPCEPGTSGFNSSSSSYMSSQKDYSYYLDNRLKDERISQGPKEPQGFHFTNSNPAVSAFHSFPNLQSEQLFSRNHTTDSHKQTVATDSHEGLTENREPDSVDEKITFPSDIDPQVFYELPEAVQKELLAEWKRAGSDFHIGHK
#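 Pol iota at 10 nM preincubated 15 min with compounds at room temperature; reaction started with fluorescent substrate, 50 nM final. Fluorescence read kinetically at 0 and 10 min; buffer-only wells as negative control.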
# Pol kappa inh = qHTS for Inhibitors of Polymerase Kappa. DNA polymerase kappa (Homo sapiens), Q9UBT6. purified Pol kappa, fluorescent DNA synthesis assay, 10 min. Potency, µM (top dose mostly 107 µM), for the others: top-dose activity, negative = inhibition, hits mostly inhibitors. hit rate 0.53% among 400,000; also: potency is read from the fitted curve at half-maximal effect; % is scaled to controls: 0 for no effect and ±100 for the full control effect
#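 Activity was followed as the change in fluorescence between reads at 0 and 10 min after starting the reaction with 50 nM substrate. Beforehand, 10 nM polymerase had been preincubated with compound for 15 min at room temperature.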
# * marks the source's active call; other numbers are inactive results; i = inactive; u = inconclusive; x = not tested or not shown; [ ] = dose if it differs, or a comment. Unless noted, calls follow the shape of the dose curve; as a rule, active = well fitted curve in the direction sought with a large enough effect; inconclusive = small, poorly fitted or top-dose-only effect, or another doubt; inactive = no such curve, though single readings can be large; an effect the other way counts as inactive or inconclusive.
canonical_smiles	APE1 inh	RXFP1 antag	POLH inh	Anesthetic bind	BLM helicase inh	POLB inh	Tb PGK inh	Pol iota inh	Pol kappa inh
CCC(C)NC(=O)c1nn(-c2ccc(C)cc2)c(=O)n(C)c1=O (stereo not given)	x	1	-3%	-1%	-2%	1%	3%	3%	-4%[60.1 µM]
O=C(Nc1ccc(F)cc1F)c1ccc2c(=O)n3c(nc2c1)CCC3	21%	-12	-1%	x	x	x	-7%	26%	-3%
O=C(CNc1cc(S(=O)(=O)N2CCOCC2)ccc1NCC1CCCO1)Nc1ccc(C(F)(F)F)cc1 (stereo not given)	-2%	-18	-11%	x	x	x	4%	17%	-16%
O=C(Nc1nnc(Cc2ccccc2)s1)c1ccco1	0%	-8	-19%	-21%	-3%	-12%	-13%	16%	-3%
COc1ccccc1CN1C[C@@H]2C[C@@H](c3[nH]c4ccc(C)cc4c3C)N3CCC[C@@]23C1=O	25%	-20	-15%	-11%	-3%	0%	-5%	58%[activator]	-1%
O=C(NC1CCCC1)c1ccc(CSc2nc3ccncc3n2Cc2ccccc2F)cc1	x	-4	-3%	-10%	1%	26%	-1%	-12%	7%
COc1ccc(C)c2sc(N(CCCN(C)C)C(=O)c3ccc(S(=O)(=O)N(C)C)cc3)nc12	11%	-11	-17%	-12%	3%	44%	0%	5%	5%
CCC(CC)c1nnc(NS(=O)(=O)Cc2ccccc2)s1	1%	0	-3%	32%[activator]	4%	2%	i	4%	-1%
O=C(Nc1cccc(F)c1)c1ccco1	27%	17	-19%	-6%	-2%	17%	-6%	31%[activator]	-10%
COc1ccc(-c2cc3cc(C(=O)O)ccn3c2C(=O)c2ccccc2)cc1	0%	10	27%	4%	0%	3%	-1%	17%	10%
C/C(=N\N1C(C)CCCC1C)c1ccccc1O (stereo not given)	20%	-7	-21%	-11%	0%	-6%	-1%	14%	9%
Cc1c(Cl)cccc1NC(=S)N1CCCN(Cc2ccccc2F)C1	-5%	-2	-19%	-3%	-10%	-25%	-10%	-10%	-2%

# Other results:
canonical_smiles	APE1 inh	RXFP1 antag	POLH inh	Anesthetic bind	BLM helicase inh	POLB inh	Tb PGK inh	Pol iota inh	Pol kappa inh
CN1C(=O)C[C@H](C(=O)O)[C@@H]1c1cccnc1	1%	x	x	2%	3%	x	x	x	-3%[60.1 µM]
CC1CN(C(=O)N2CCC(C(=O)NCc3ccccc3F)CC2)c2cc(Cl)ccc2O1 (stereo not given)	x	-26	-20%	u	-5%	-2%	-12%	24%	2%
COc1ccccc1NC(=O)Cn1c(=O)n(-c2cccc(C)c2)c(=O)c2c1c1cc(C)ccc1n2C	x	7	-19%	83%[activator]	3%	-1%	-1%	16%	-12%[60.1 µM]
O=c1cc(CSc2ccc(S(=O)(=O)N3CCCCC3)cn2)nc2sccn12	-2%	9	6%	1%	-1%	-19%	-7%	2%	-4%
COc1ccc(Cc2noc(-c3ccc(C)cc3)n2)cc1	-7%	-18	5%	-8%	-5%	31%	-3%	10%	-13%
COC1(OC)N=C(N)C2(C#N)C(c3ccc(F)cc3)C12C#N (stereo not given)	1%	5	2%	-7%	-1%	1%	-1%	-3%	0%
Cc1cn2c(=O)cc(COc3ccc(NC(=O)COc4ccccc4)cc3)nc2s1	x	x	1%	8%	-4%	-14%	-4%	2%	-11%
CC1(C)OC(=O)C(=CNC(CO)C(=O)O)C(=O)O1 (stereo not given)	0%	-12	-13%	-2%	0%	25%	-2%	68%[activator]	2%
Cc1cc(SCC(=O)c2cccs2)n2nc(C)c(-c3ccc(Cl)cc3)c2n1	5%	17	-17%	4%	-12%	5%	-1%	-3%	-13%
O=C(O)c1ccccc1N/N=C/c1cc(Br)cc(Br)c1O	-7%	-10	79µM*	-6%	-14%	u	-17%	u	-22%
CC(C)(C)C(=O)Nc1nnc(-c2ccccc2)c(-c2ccccc2)n1	12%	-8	-16%	0%	-3%	35%[activator]	4%	4%[58.9 µM]	-7%
O=C(NC1CCCCC1)c1c(O)nc2sccn2c1=O	23%	12	-1%	x	x	x	1%	22%	-8%

# Exported as labelled records: part of the list above
SMILES: COc1ccccc1NC(=O)Cn1c(=O)n(-c2cccc(C)c2)c(=O)c2c1c1cc(C)ccc1n2C
  APE1 inh = x
  RXFP1 antag = 7
  POLH inh = -19%
  Anesthetic bind = 83%[activator]
  BLM helicase inh = 3%
  POLB inh = -1%
  Tb PGK inh = -1%
  Pol iota inh = 16%
  Pol kappa inh = -12%[60.1 µM]
SMILES: O=c1cc(CSc2ccc(S(=O)(=O)N3CCCCC3)cn2)nc2sccn12
  APE1 inh = -2%
  RXFP1 antag = 9
  POLH inh = 6%
  Anesthetic bind = 1%
  BLM helicase inh = -1%
  POLB inh = -19%
  Tb PGK inh = -7%
  Pol iota inh = 2%
  Pol kappa inh = -4%

# New compounds follow:
canonical_smiles	APE1 inh	RXFP1 antag	POLH inh	Anesthetic bind	BLM helicase inh	POLB inh	Tb PGK inh	Pol iota inh	Pol kappa inh
O=S(=O)(c1ccc(F)cc1)N1CCn2c(nc3ccccc32)C1	-3%	6	-21%	-3%	4%	22%	-7%	20%	-2%
O=C(COC(=O)CCc1c[nH]c(=O)[nH]1)Nc1ccccc1Cl	-7%	-8	1%	-4%	-1%	12%	5%	10%	-10%
CC(=O)c1cc2c(cc1NC(=O)c1cc(C)nn1-c1ccccc1)OCO2	2%	x	3%	-5%	-5%	-7%	i	9%	-7%
CCOC(=O)COc1ccc(S(=O)(=O)NCC2CCCO2)cc1 (stereo not given)	1%	3	-2%	1%	0%	-11%	-3%	-8%	6%
CCc1nc(SCc2ccccc2C#N)n[nH]1	-9%	-2	-23%	-4%	-2%	13%	2%	132%[activator]	0%
COc1cccc(NC(=O)CN(C)C(=O)CCNC(=O)c2ccccc2Cl)c1	-7%	-9	-5%	x	x	x	0%	12%	1%
COc1ccc(C(=O)c2c(C)oc3cc([N+](=O)[O-])c(O)c([N+](=O)[O-])c23)cc1	-3%	0	-4%	-9%	-5%	u	-2%	-6%	-2%
CC(=O)NC1N=C(C)N(c2ccccc2)C1=O (stereo not given)	-3%	-7	-6%	-3%	4%	11%	-9%	-14%	-13%
COc1cccc(=O)c2c(C)n(CC(=O)c3ccccc3)c(C)c12	-3%	-18	u	-14%	25µM*	22µM*	-11%	u	-27%
Cc1cc(C)c(S(N)(=O)=O)c(C)c1N(C)S(=O)(=O)c1ccc(Cl)cc1	11%	9	-7%	-5%	-10%	51%	5%	2%	-16%
Cc1nn(C)c2c1c(-c1ccccc1)cc(=O)n2Cc1ccc(F)cc1	x	-25	-10%	27%	-6%	26%	-3%	-22%	0%
O=S(=O)(Nc1ncccn1)c1ccc(NC(=S)NCCc2ccccc2)cc1	-3%	-21	6%	-3%	-3%	1%	-3%	154%[activator]	-7%

# (more compounds)
# Every second line gives: APE1 inh	RXFP1 antag	POLH inh	Anesthetic bind	BLM helicase inh	POLB inh	Tb PGK inh	Pol iota inh	Pol kappa inh
COc1ccc(-c2cc(=O)[nH][nH]2)cc1
 : -5%	-16	-5%	-2%	-2%	8%	10%	u	-7%
CCOC(=O)C(NCCc1ccccc1)(NC(=O)CC)C(F)(F)F (stereo not given)
 : 5%	5	-11%	-6%	3%	4%	-3%	4%	-9%
CCC(Oc1ccccc1)C(=O)Nc1cc(-c2ccccc2OC)nn1-c1ccccc1 (stereo not given)
 : x	x	-7%	61%[activator]	-10%	3%	-6%	-23%	-10%[60.1 µM]
Cc1nc2cccnc2n1C1CCN(S(=O)(=O)c2ccc(C(C)C)cc2)CC1
 : x	2	-12%	57%[activator]	-1%	-7%	-2%	u	-12%[60.1 µM]
CCCCn1c(C)nc2c(=O)n(C)c(=O)[nH]c21
 : -2%	4	-21%	1%	-2%	-4%	17%	8%	-3%
Cc1ccc(-n2c(C)cc(/C=C(\C#N)C(=O)Nc3ccc(C)c(C)c3)c2C)cc1
 : x	x	-1%	-6%	1%	26%	0%	u	4%
Cc1c(NS(=O)(=O)c2ccc(NCCN3CCOCC3)c([N+](=O)[O-])c2)c(=O)n(-c2ccccc2)n1C
 : -3%	2	-1%	-11%	2%	-2%	1%	22%	5%
Cc1nn(-c2cccc(Cl)c2)c2nc(-c3cccnc3)cc(C(F)(F)F)c12
 : x	-5	5%	6%	1%	30%	2%	-15%	4%
CC1(C)N=C(SCC(=O)Nc2ccc(Cl)cc2)C(c2ccc(Cl)cc2)=N1
 : u	-26	-12%	u	3%	0%	-2%	2%	-25%
CCOc1ccc(OCC)c(NC(=O)c2cc(S(=O)(=O)N3CCc4ccccc43)cn2C)c1
 : x	-2	3%	-9%	-7%	8%	-10%	-3%	4%

# Some entries already given, showing only Anesthetic bind:
mol | Anesthetic bind
Cc1nc2cccnc2n1C1CCN(S(=O)(=O)c2ccc(C(C)C)cc2)CC1 | 57%[activator]
COC1(OC)N=C(N)C2(C#N)C(c3ccc(F)cc3)C12C#N (stereo not given) | -7%
CC(C)(C)C(=O)Nc1nnc(-c2ccccc2)c(-c2ccccc2)n1 | 0%
O=C(COC(=O)CCc1c[nH]c(=O)[nH]1)Nc1ccccc1Cl | -4%
COc1ccc(Cc2noc(-c3ccc(C)cc3)n2)cc1 | -8%

# These rows are one share of the data; count on the stated rates, not on these rows.
